Screening results from PubChem BioAssay.
MEKK2 WT-MEK5 = raises or lowers MEK5 binding to wildtype human MEKK2 PB1 domain; AID 1531; Q9Y2U5; binding response (% of control), % at 10 µM; bead flow cytometry, Alexa488-MEK5 binding to MEKK2 WT; actives lie on both sides; actives 1.1% (n = 290,000); in the data active means binding response below about 67% or above about 130%
OXTR ag = activates the human oxytocin receptor. P30559. CHO-OTR cells, Fluo-8 calcium fluorescence; normalized: DMSO 0%, oxytocin 100%. activation, % at 3 µM. actives 0.32% (n = 320,000). AID 2435;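 active means activation above the mean of all tested compounds plus 3 SD, cutoff set per screening run, cut at about 20% in these data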;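 further: peak over basal fluorescence ratio from a 100 s FLIPR kinetic read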
V1R ag counter = activates human V1a receptor in oxytocin agonist counter-screen; CHO-V1R cells, Fluo-8 calcium fluorescence, agonist mode; 0% DMSO, 100% 3 nM vasopressin; activation, % at 3 µM; actives 0.25% (n = 320,000);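 active means activation above the mean activation of all tested compounds plus 3 SD, per screening run, cut at about 20% in these data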;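 further: signal is peak over basal fluorescence ratio across a 100 second FLIPR read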
Target sequence (P37288 whole entry, looked up): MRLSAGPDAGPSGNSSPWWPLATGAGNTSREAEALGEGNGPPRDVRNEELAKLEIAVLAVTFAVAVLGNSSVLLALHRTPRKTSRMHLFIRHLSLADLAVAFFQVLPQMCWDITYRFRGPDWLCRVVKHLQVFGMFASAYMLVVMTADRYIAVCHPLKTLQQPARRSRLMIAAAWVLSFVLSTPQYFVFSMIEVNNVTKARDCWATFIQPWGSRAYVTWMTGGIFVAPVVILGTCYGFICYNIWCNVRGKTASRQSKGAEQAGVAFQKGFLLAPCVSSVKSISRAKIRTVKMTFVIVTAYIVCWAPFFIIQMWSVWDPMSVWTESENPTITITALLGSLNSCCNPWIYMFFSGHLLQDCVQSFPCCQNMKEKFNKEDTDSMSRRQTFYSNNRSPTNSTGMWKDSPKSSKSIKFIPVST
M18AAP inhibitor = blocks P. falciparum M18 aspartyl aminopeptidase | recombinant PfM18AAP, H-Glu-NHMec fluorogenic cleavage | inhibition, % at 7.35 µM | actives 1.2% (n = 290,000);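 active means inhibition above the campaign mean inhibition over all tested compounds plus 3 SD, cut at about 28% in these data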;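 further: 0% = plate median of test compound wells and 100% = 2 mM ZnCl2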
GPR7 antag = antagonists of human GPR7 (neuropeptides B/W receptor 1) | P48145 | GPR7-expressing cells, fluorescence antagonist assay | inhibition, % at 4.4 µM | actives 1.1% (n = 290,000) | AID 1861; in the data active means inhibition above about 16%, passing the limit was not always enough;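 further: cells stimulated with the agonist NPW; 0% = agonist with vehicle and 100% = vehicle without agonist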
Target sequence (P48145 whole entry, looked up): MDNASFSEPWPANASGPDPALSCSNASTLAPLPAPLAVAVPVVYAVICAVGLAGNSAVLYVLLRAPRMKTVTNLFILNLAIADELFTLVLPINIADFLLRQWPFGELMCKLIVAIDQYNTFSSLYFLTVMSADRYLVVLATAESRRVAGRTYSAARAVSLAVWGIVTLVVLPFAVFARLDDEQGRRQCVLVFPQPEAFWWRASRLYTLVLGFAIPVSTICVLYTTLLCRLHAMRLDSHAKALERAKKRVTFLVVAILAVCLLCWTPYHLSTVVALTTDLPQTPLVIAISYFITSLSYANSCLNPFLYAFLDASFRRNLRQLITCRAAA
NALP1 inh = inhibitors of NALP1 inflammasome in yeast; AID 2071; actives 0.61% (n = 280,000); inhibition, % at 10 µM; S. cerevisiae NALP1/ASC/caspase-1 growth, X-gal OD620, 72 h; in the data active means inhibition mostly above about 24%, no sharp cut-off; inactive means mostly below about 32%; further: some compounds called inactive have numbers as strong as hits
OXTR potentiate = potentiates the human oxytocin receptor response; P30559; CHO-OTR cells, Fluo-8 calcium fluorescence, potentiator mode; 0% = oxytocin EC15, 100% = EC100; activation, % at 3 µM; actives 0.061% (n = 320,000); AID 2445;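 active means activation above that plate's cutoff, the mean activation of tested compounds plus 3 SD, cut at about 6.6% in these data, passing the limit was not always enough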;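 further: 100% uses oxytocin at 75 nM as the full agonist control; some results filed as inactive read as strong as hits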
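Assay system: CHO-OTR cells, human receptor / Also added: oxytocin at about EC15, sub-maximal agonist stimulus / Dosing: single dose, 3.0 µM nominal final compound concentration / Incubation: 6 min pre-incubation, 100 s read / Technique: Fluo-8 calcium dye fluorescence / Read-out: % activation vs EC15 and EC100 oxytocin / Benchmarks: EC15 oxytocin low, 75 nM oxytocin high / Replicates: singlicate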
GalR3 antag = antagonists of human GalR3. O60755. HEK293 GalR3-CNG cAMP membrane potential fluorescence; galR3 body fused to GalR1 C-terminus. inhibition, % at 3 µM. actives 0.44% (n = 360,000). AID 651719;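 active means inhibition above the screen-wide average plus 3 SD, cut at about 13% in these data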;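 further: forskolin and galanin both at EC90 stimulate the cells; cAMP rise reported by CNG channel membrane potential dye signal; 0% = forskolin plus galanin with DMSO and 100% = forskolin alone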
Target sequence (O60755 1-299 limits assumed): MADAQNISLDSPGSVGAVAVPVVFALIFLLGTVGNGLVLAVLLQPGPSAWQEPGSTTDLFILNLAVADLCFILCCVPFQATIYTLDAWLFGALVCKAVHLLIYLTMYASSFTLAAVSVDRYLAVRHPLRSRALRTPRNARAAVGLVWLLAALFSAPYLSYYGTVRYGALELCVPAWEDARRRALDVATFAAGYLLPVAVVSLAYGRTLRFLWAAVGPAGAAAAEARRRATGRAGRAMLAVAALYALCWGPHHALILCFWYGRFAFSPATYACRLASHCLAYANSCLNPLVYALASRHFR
MEKK2mut PB1 HTS = signal of MEK5 binding to mutant human MEKK2 PB1 domain | bead flow cytometry, Alexa488-MEK5 binding to MEKK2 mutant | actives 0.35% (n = 290,000) | AID 1530 | percent response, % at 10 µM; in the data active means percent response above about 24%, passing the limit was not always enough; further: inactives centre near 1; some results filed as inactive read as strong as hits; reference of the scale not given here
* = called active by the depositor; . = no result given; [ ] = dose if it differs, or a comment.

SMILES | MEKK2 WT-MEK5 | OXTR ag | V1R ag counter | M18AAP inhibitor | GPR7 antag | NALP1 inh | OXTR potentiate | GalR3 antag | MEKK2mut PB1 HTS
COc1ccc(Cc2noc(CN(C)CC3CCN(Cc4ccccc4)CC3)n2)cc1OC | 87 | 0.9 | 1.3 | -7 | -15 | -8 | -17 | -6 | -20
Cn1cnc2cc(NCc3ccccc3Cl)ccc21 | 112 | 0.8 | 1.4 | 11 | -5 | 0 | -6 | -10 | 16
CCCn1c(SCC(=O)Nc2c(C)cccc2CC)nnc1C(C)C | 99 | -0.2 | 3.7 | -11 | -7 | 18 | -4 | 2 | 1
Clc1ccccc1C1SCC2Nc3ccccc3CN21 (stereo unspecified) | 103 | -2.3 | -1.8 | 5 | -6 | -10 | -14 | 1 | 3
Cc1cccn2c(=O)c(C=O)c(N3CCSCC3)nc12 | 112 | -0.6 | -0.3 | -1 | -10 | 0 | 3 | 3 | 5
COc1ccc(NS(=O)(=O)c2cc(NC(=O)c3ccc(C)s3)ccc2N2CCOCC2)cc1 | 108 | -1.6 | 0.5 | -6 | -5 | -8 | -11 | 4 | 5
CCOc1ccc(NC(=O)CCNS(=O)(=O)c2ccc(Br)s2)cc1 | 97 | 0.5 | 1.7 | -9 | -2 | 4 | -7 | -1 | 1
Cc1ccc(C)c(S(=O)(=O)Nc2ccc(S(=O)(=O)Nc3onc(C)c3C)cc2)c1 | 102 | . | . | 1 | -15 | 12 | . | 1 | 7
CCN(CC)C(=S)SCC(=O)Nc1nc(=O)c2ccccc2s1 | 99 | -1.5 | 0.5 | 32* | 5 | 27 | -3 | -1 | -2
C[C@H](NC(=O)c1[nH]cnc1C(=O)Nc1ccc(CNC(=O)OC(C)(C)C)cc1)C(=O)OC(C)(C)C | 93 | -0.9 | 0.7 | . | . | . | -12 | -5 | -7
CCn1c(SCC(=O)Nc2ccccc2N2CCCCC2)nc2c1c(=O)n(C)c(=O)n2C | 94 | 1.7 | -0.1 | 4 | -5 | 16 | -3 | -1 | 0
Cc1ccn2cc(CCNC(=O)CC3CCCCC3)nc2c1 | 102 | -0.4 | -0.4 | -1 | 1 | 19 | -7 | -3 | -2

3 entries from above, ordered by the value under MEKK2 WT-MEK5, largest number first:
| structure | MEKK2 WT-MEK5 | M18AAP inhibitor | GPR7 antag | NALP1 inh | OXTR potentiate | GalR3 antag | MEKK2mut PB1 HTS |
| --- | --- | --- | --- | --- | --- | --- | --- |
| CCN(CC)C(=S)SCC(=O)Nc1nc(=O)c2ccccc2s1 | 99 | 32* | 5 | 27 | -3 | -1 | -2 |
| CCn1c(SCC(=O)Nc2ccccc2N2CCCCC2)nc2c1c(=O)n(C)c(=O)n2C | 94 | 4 | -5 | 16 | -3 | -1 | 0 |
| C[C@H](NC(=O)c1[nH]cnc1C(=O)Nc1ccc(CNC(=O)OC(C)(C)C)cc1)C(=O)OC(C)(C)C | 93 | . | . | . | -12 | -5 | -7 |

(further entries)
SMILES | MEKK2 WT-MEK5 | OXTR ag | V1R ag counter | M18AAP inhibitor | GPR7 antag | NALP1 inh | OXTR potentiate | GalR3 antag | MEKK2mut PB1 HTS
CCCCCCc1ccc(N2C[C@H](Cc3ccccc3)[C@@H](CC(=O)NCc3ccc(OC)cc3)C2=O)cc1 | 99 | 1.3 | 0.7 | -1 | -6 | 3 | 2 | 2 | -1
CCOc1ccc(CN(C)CC(=O)NNC(=O)c2ccc(Cl)cc2)cc1OC | 98 | -1.6 | -0.2 | 1 | -3 | 1 | 8 | -6 | -1
Cc1ccc(CN2CCSc3ccc(C(=O)NCc4cccnc4)cc32)cc1 | 116 | -2.2 | -1.4 | 2 | 11 | -30 | -3 | -5 | 11
CCCNC(=O)[C@@H]1CCCN1C(=O)C1CCN(S(=O)(=O)c2ccc(C)cc2)CC1 | 100 | -0.1 | 0.6 | -5 | 1 | 28 | -1 | -6 | 0
NC(=O)c1cc2ccccc2o/c1=N/NC(=O)c1cccc(Cl)c1 | 104 | -0.8 | 1.4 | 22 | -7 | -13 | -6 | -6 | 5
O=C(NCCNc1ccc([N+](=O)[O-])cc1C(F)(F)F)c1cccc(F)c1 | 119 | 1.3 | 3.5 | -1 | 0 | 33 | -6 | -1 | 16
O=C(Nc1ccc(S(=O)(=O)N2CCOCC2)cc1)c1ccc(S(=O)(=O)N2CCOCC2)cc1 | 100 | 0.4 | -0.1 | 2 | 13 | 33 | -1 | -5 | -6
CCn1nc(C)c(CN2CCC(C(=O)Nc3cccc(-c4cccc(F)c4)c3)CC2)c1C | 136* | 6.1 | 2.4 | 4 | -9 | 2 | -4 | 1 | 25*
O=C(O)c1cccc2c3c([nH]c12)CCCC3 | 99 | 2.5 | -1.5 | 2 | -10 | 1 | -2 | -4 | 0
COC(=O)c1sccc1NC(=O)c1ccc(Cl)s1 | 93 | -0.5 | -0.4 | -1 | -3 | 6 | 2 | . | -8
O=C(NCN1CCN(c2ccccc2)CC1)c1cnccn1 | 102 | -0.3 | 0.7 | -8 | 12 | 12 | -18 | -8 | 3
O=C(Oc1ccc(C(=S)N2CCOCC2)cc1)c1ccc([N+](=O)[O-])cc1[N+](=O)[O-] | 112 | 0.3 | 0.4 | 4 | -9 | 8 | -3 | -6 | 5
O=c1[nH]c2ccccc2nc1Cc1ccc(Cl)cc1 | 94 | 2.9 | 3.6 | 3 | -15 | 7 | -8 | -3 | 2
CNC(=O)CN(c1cccc(Br)c1)S(C)(=O)=O | 114 | -0.5 | 0.9 | 0 | -12 | 10 | -8 | 2 | 5
CC(C)(C)C1CCC(=NNC(=O)CC(=O)NCc2ccccc2)CC1 (stereo unspecified) | 96 | 0.3 | 1.4 | 3 | -12 | 19 | -5 | -3 | -1
Cc1ccc(C)c(NS(=O)(=O)c2cc(C(=O)NCCC3=CCCCC3)ccc2C)c1 | 97 | -1.0 | 0.8 | 5 | -17 | 38 | -6 | -6 | -5
O=C(CN1CCC(NC(=O)c2cccc(F)c2)CC1)NCc1ccccc1F | . | 1.4 | -0.1 | -5 | -15 | -31 | 8 | -2 | .
Cc1cc(C(=O)COC(=O)c2ccncc2)c(C)n1Cc1ccco1 | 94 | 2.1 | 3.1 | 8 | 15 | 4 | -14 | -6 | -5
Cn1nccc1NC(=O)Nc1cccc(Cl)c1 | 91 | 1.2 | 2.4 | -1 | -3 | . | -11 | -2 | -5
COc1ccc(/C(N)=N/OC(=O)c2ccc3c(c2)OCO3)cc1 | 105 | -0.1 | 1.3 | 0 | -16 | 41 | -3 | -4 | 1
CN1C(=O)C(O)(CC(=O)/C=C/c2ccco2)c2cc(Br)ccc21 (stereo unspecified) | 74 | -0.2 | 0.6 | -3 | -3 | 19 | -2 | -2 | -18
O=C(Nc1ccnn1C1CCN(CCCc2ccccc2)CC1)c1ccccc1 | 113 | 0.6 | 0.2 | 2 | -4 | 12 | -11 | -3 | 4
c1ccc(-n2ncc3c(NCCN4CCOCC4)ncnc32)cc1 | 92 | 1.6 | -0.6 | 1 | -5 | -15 | -2 | -1 | -6
Cc1cccc(C)c1NC(=O)C1c2ccccc2Oc2ccccc21 | 104 | 0.8 | -0.2 | -11 | 5 | 11 | -6 | 3 | 14
CCOC(=O)/C(C#N)=C/c1ccc(OC(=O)c2ccco2)c(OCC)c1 | 109 | -2.2 | -0.5 | 0 | 3 | 1 | -5 | 6 | 14
CC1CCN(S(=O)(=O)c2ccc(NC(=O)CN3CCCC(C)C3)cc2)CC1 (stereo unspecified) | 24*[inhibitor] | 0.1 | 0.9 | -3 | 17 | 1 | 1 | -4 | -22
Nc1nc(N)c2sc3nc(C(F)(F)F)cc(C(F)(F)F)c3c2n1 | 87 | 7.0 | 2.1 | -1 | -12 | -4 | -17 | 3 | -2
COc1ccc(N2C(=O)C(OC(C)=O)C2c2ccc(C)cc2)cc1 (stereo unspecified) | 100 | -0.1 | 1.5 | 5 | -6 | 34 | -8 | -11 | 0
Cc1c(C(=O)OCC(=O)N2c3ccccc3CC2C)oc2ccccc12 (stereo unspecified) | 88 | 0.2 | -0.6 | -10 | -10 | -1 | -15 | -1 | -3
CCC(CO)Nc1ncnc2c1cnn2-c1ccc(OC)cc1 (stereo unspecified) | 104 | 1.8 | 1.6 | 10 | -4 | 18 | -6 | 7 | 14
COc1cc(CN2CCNC(=O)C2CC(=O)NCCCN2CCOCC2)cc(OC)c1 (stereo unspecified) | 108 | -0.9 | 0.8 | 7 | -1 | 18 | -5 | 4 | 8
CCOC(=O)c1sc(NS(=O)(=O)c2ccc(F)cc2)nc1C | 93 | -0.9 | -0.1 | 2 | -8 | 10 | -5 | -2 | -9
CN(C)c1ccc(N2C(=O)CSC2=S)cc1 | 102 | 3.2 | 1.4 | 21 | -2 | 16 | -5 | -3 | 1
Cc1cc(C)nc(N2C(=O)CC(C(=O)O)NC2=NCCc2c[nH]c3ccccc23)n1 (stereo unspecified) | 106 | 0.8 | -0.4 | 1 | -9 | -1 | -3 | 14* | 4
Cc1ccc(S(=O)(=O)N2CCC(=O)N(CCOC(=O)Nc3ccc(F)cc3)CC2)cc1 | 99 | 9.6 | 11 | -2 | -2 | 19 | -3 | -4 | 7
Cc1ccc(C(C)NC(=O)CSc2ccc(S(=O)(=O)N3CCOCC3)cn2)cc1C (stereo unspecified) | . | -2.0 | 0.1 | . | . | . | -3 | 2 | .
Cc1ccc(CNC(=O)C(=O)c2cn(CC(=O)N3CCOCC3)c3ccccc23)cc1 | 101 | 0.1 | 1.9 | -5 | 0 | 20 | -4 | -4 | 0
O=C(/C=C/Nc1ccc([N+](=O)[O-])cc1Br)c1cccc2ccccc12 | 86 | 0.4 | -0.3 | -4 | 4 | 22 | -4 | 11 | -3
CCCOC(=O)C(C)n1cnc2scc(-c3ccc(C)cc3)c2c1=O (stereo unspecified) | 113 | -2.3 | -1.0 | 0 | -17 | 22 | -4 | -3 | 15
CN(C)CCNC(=O)c1cc2sc3ccccc3c2s1 | . | 4.8 | 0.6 | -1 | 0 | 9 | -12 | -12 | .
O=C(COC(=O)c1ccc[nH]c1=O)NC1CCCC1 | 93 | 0.5 | 0.5 | 5 | -12 | 7 | -11 | -2 | -9
CC1CC1C(=O)OCC(=O)NC(=O)NC12CC3CC(CC(C3)C1)C2 (stereo unspecified) | 81 | -2.3 | -0.5 | -14 | -6 | 6 | -2 | -2 | -4
CCOC(=O)N1CCC(N(CCN(C)C)C(=S)Nc2cccc(C)c2)CC1 | 108 | 0.2 | 1.9 | -7 | 2 | 12 | -5 | -2 | 0
COc1cc(NC(=O)C2CC(c3ccccc3Cl)=NO2)cc(OC)c1OC (stereo unspecified) | 105 | 8.4 | 9.1 | 3 | -8 | 11 | -15 | -9 | 7
O=C1COc2ccc(C(=O)CSc3ccccc3C(=O)O)cc2N1 | 81 | -0.1 | -0.2 | 6 | 8 | 17 | -3 | -5 | -22
O=C(NCCc1ccccc1)c1c(O)c2ccccc2[nH]c1=O | 104 | 1.4 | -0.2 | -9 | -1 | 3 | -7 | -8 | 1
COc1ccc(NS(=O)(=O)c2ccc(C)c(C(=O)N(C)Cc3ccc(OC)cc3OC)c2)cc1 | . | 3.0 | 5.9 | . | . | . | -14 | -5 | .
